Glyco luc inh: N-linked glycosylation inhibition. hit rate 0.23% among 360,000. reporter increase, % at 12.5 µM. D54 ERlucT glycosylation luciferase reporter, 24 h; percent of 100 nM tunicamycin response;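 active = mean luciferase reporter signal, scaled so untreated is 0 and the glycosylation-blocking control 100, at or above a set limit in every replicate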;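 also: luciferase carries N-glycosylation sites so blocking glycosylation raises the light; 0% = median of neutral control wells and 100% = median of 100 nM tunicamycin wells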
aDG glyco act: alpha-DG glycosylation activation | Pro5-aDG cells, alpha-DG glycosylation AlphaScreen (IIH6); 0% Pro5, 100% B10-LARGE cell signal | activation, % at 10 µM | hit rate 0.22% among 360,000 | AID 624168;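 active = activation of at least 8% versus controls, or a plate z-score of at least 8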;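 also: Pro5 are CHO cells carrying HIG-tagged alpha-DG that lacks glycosylation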
iPSC survival up: enhancers of human iPSC single-cell survival | hiPSC single-cell survival, ATPlite luminescence; 100% = ROCK inhibitor wells, 0% = DMSO | survival enhancement, % at 20 µM | hit rate 0.044% among 360,000 | AID 602274; in the data active = survival enhancement above about 18%;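 also: cells exposed to compounds for 16 hours before the ATP read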
Granule exo inh: lytic granule exocytosis inhibition; AID 651702; TALL-104 LAMP-1 surface exposure, flow cytometry; cells stimulated with thapsigargin and PMA; inhibition, % at 10 µM; hit rate 0.66% among 360,000;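 active = inhibition above about 55%, limit read from the data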
ABCB6 inh MLPCN: inhibitors of human ABC transporter ABCB6; Q9NP58; K562-ABCB6 porphyrin accumulation, flow cytometry, 1 h; hits give low values; fluorescence ratio to DMSO, % at 10 µM; hit rate 0.19% among 360,000; AID 602162;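 active = fluorescence ratio to DMSO below 75%, the collection mean minus 3 SD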;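 also: signal is porphyrin accumulated inside mitochondria; 100% equals median channel fluorescence of DMSO control wells; lower ratio means ABCB6 inhibition with less porphyrin fluorescence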
PDI inh: inhibitors of human protein disulfide isomerase; PDI insulin aggregation turbidity, A650, 90 min; hit rate 0.052% among 350,000; inhibition, % at 10 µM; P07237;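 active = mean inhibition across replicates of 30% or more, whatever share of single replicates reach that level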;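 also: absorbance from insulin aggregation driven by PDI reduction with DTT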
Target sequence (P07237 whole entry, looked up): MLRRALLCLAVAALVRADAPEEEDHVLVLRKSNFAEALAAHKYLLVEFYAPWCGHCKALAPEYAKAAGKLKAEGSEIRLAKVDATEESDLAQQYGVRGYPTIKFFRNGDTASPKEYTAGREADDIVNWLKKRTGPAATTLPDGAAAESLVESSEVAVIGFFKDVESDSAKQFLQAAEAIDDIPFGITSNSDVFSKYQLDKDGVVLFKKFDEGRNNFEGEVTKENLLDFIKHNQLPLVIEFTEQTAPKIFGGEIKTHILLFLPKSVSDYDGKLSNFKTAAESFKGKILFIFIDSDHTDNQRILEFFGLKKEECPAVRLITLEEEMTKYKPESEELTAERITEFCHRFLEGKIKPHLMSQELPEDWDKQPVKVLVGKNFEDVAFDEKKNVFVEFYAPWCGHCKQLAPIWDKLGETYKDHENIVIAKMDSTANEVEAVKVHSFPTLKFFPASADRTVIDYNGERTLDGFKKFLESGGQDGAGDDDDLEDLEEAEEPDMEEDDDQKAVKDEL
m5-HT2A agonist: activates the mouse 5-HT2A serotonin receptor; activation, % at 7.6 µM; CHO-K1 mHTR2A beta-arrestin complementation, luminescence; percent of 30 µM serotonin response; hit rate 0.66% among 360,000;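 active = activation above a run cutoff, the mean activation of all tested compounds plus 3 SD, cut at about 14% in these data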;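 also: 0% = plate median of compound wells and 100% = 30 µM serotonin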
Target sequence (P35363 whole entry, looked up): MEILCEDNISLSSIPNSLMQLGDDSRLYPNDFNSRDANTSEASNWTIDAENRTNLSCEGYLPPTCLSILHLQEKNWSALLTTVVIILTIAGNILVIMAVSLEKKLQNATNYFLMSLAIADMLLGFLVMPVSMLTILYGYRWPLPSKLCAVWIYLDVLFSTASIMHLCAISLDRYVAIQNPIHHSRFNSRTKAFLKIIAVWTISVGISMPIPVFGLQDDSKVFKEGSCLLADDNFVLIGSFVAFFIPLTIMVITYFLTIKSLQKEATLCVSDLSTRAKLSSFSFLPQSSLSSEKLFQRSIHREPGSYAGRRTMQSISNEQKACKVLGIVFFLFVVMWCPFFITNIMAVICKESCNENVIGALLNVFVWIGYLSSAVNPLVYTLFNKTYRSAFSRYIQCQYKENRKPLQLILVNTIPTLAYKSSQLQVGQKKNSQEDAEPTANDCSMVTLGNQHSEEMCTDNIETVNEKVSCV
Cardio protect: modulators protecting cardiomyocytes from myocardial damage; H9c2 cardiomyocytes, H2O2 injury protection, ATPLite, 2 h; hit rate 0.63% among 360,000; protection from H2O2 cell death, % at 20 µM;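 active = compounds giving at least 50% protection of heart cells from peroxide-induced death in the single-dose screen, raw or plate-pattern-corrected value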;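 also: 0% = DMSO wells with peroxide and 100% = DMSO wells without peroxide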
Vif imaging: HIV Vif inhibition; AID 602346; HEK293T cells, Vif self-association by quenched fluorescence, imaging, 24 h; hit rate 0.35% among 340,000; inhibition, % at 7.49 µM; in the data active = inhibition above about 50%, passing the limit was not always enough; also: some results filed as inactive read as strong as hits
CaV13 ICDI inh: Primary screen for inhibitors of IQ motif and Ca2+-dependent inactivation inhibitor domain binding in CACNA1D, Förster resonance energy transfer in living cells, …. hit rate 0.098% among 340,000. HEK cells, CFP/YFP FRET ICDI-IQ, plate reader, 10 min; percent FRET-ratio fall versus neutral wells. AID 743397. inhibition, % at 12.3 µM;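 active = mean replicate inhibition of at least 30% and at least 1% of replicates passing that level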;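 also: 0% = median of the neutral control wells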
The depositor's hits bear a star; . = no result given. Rows were taken by chance, and some 3.1% of all compounds hit somewhere here.

SMILES | Glyco luc inh | aDG glyco act | iPSC survival up | Granule exo inh | ABCB6 inh MLPCN | PDI inh | m5-HT2A agonist | Cardio protect | Vif imaging | CaV13 ICDI inh
C/C(=N\NC(=O)c1csc(C)c1C)c1ccc(Cl)s1 | 1 | 0.3 | -0.9 | 12 | 88 | -5 | -1 | 4 | 10 | -5
COc1ccc(C(O)CNc2ccc(C)cc2)cc1 (stereo unspecified) | 1 | -0.2 | 2.1 | -5 | 97 | 3 | -1 | 0 | -3 | -6
COc1ccccc1C(=O)NCCC(=O)NCc1ccncc1 | 2 | -0.1 | -0.4 | -1 | 90 | 0 | 3 | -5 | 4 | -1
C[C@@H]1CN([C@H](C)CO)S(=O)(=O)c2ccc(-c3cccc(C(=O)N(C)C)c3)cc2O[C@H]1CN(C)C(=O)Nc1ccc(F)cc1 | -1 | 0.3 | -2.9 | -3 | 98 | 1 | -2 | 6 | . | -5
CC(C)CC(NC(N)=O)C(=O)NCCc1ccc(Cl)cc1 (stereo unspecified) | 0 | -0.2 | 0.8 | 1 | 96 | -2 | 2 | 5 | -5 | -7
COc1cccc(-n2c(C)nnc2SCC(=O)Nc2ccccc2N2CCOCC2)c1 | 22 | 0.0 | 6.4 | 1 | 93 | -3 | -6 | -1 | 0 | -4
CCOCc1nnc(NC(=O)C2c3ccccc3Oc3ccccc32)s1 | 1 | -0.1 | 0.6 | 1 | 98 | 2 | 0 | 0 | -8 | -6
O=C(O)CCC(=O)Nc1ccc(-c2nnc(-c3ccco3)o2)cc1 | -5 | -0.2 | -0.1 | 1 | 97 | 0 | -3 | 14 | -8 | -6
Cc1cc(/C(N)=N/OC(=O)c2ccc(Cl)cc2)no1 | -4 | 0.0 | -0.1 | -4 | 103 | -3 | 6 | -14 | . | -5
COc1ccccc1-n1cn[nH]c1=S | 3 | -0.1 | -0.6 | -2 | 98 | -2 | -1 | 3 | 3 | -15
COc1ccc(Cl)cc1NC(=O)CN(C)C(=O)/C=C/c1ccco1 | 5 | 0.1 | -2.0 | -4 | 100 | -11 | 3 | -1 | -3 | -6
CC(C)OC(=O)CSc1nnc(-c2ccncc2)n1N | 2 | 0.0 | -1.5 | -2 | 96 | 0 | -7 | 3 | 9 | -6

A second format for part of the listing above.
structure	Glyco luc inh	aDG glyco act	iPSC survival up	Granule exo inh	ABCB6 inh MLPCN	PDI inh	m5-HT2A agonist	Cardio protect	Vif imaging	CaV13 ICDI inh
COc1ccc(C(O)CNc2ccc(C)cc2)cc1 (stereo unspecified)	1	-0.2	2.1	-5	97	3	-1	0	-3	-6
COc1ccccc1C(=O)NCCC(=O)NCc1ccncc1	2	-0.1	-0.4	-1	90	0	3	-5	4	-1

Other records.
SMILES | Glyco luc inh | aDG glyco act | iPSC survival up | Granule exo inh | ABCB6 inh MLPCN | PDI inh | m5-HT2A agonist | Cardio protect | Vif imaging | CaV13 ICDI inh
CCOc1ccccc1OCC(=O)Nc1nc2ccccc2[nH]1 | 4 | 0.2 | 3.1 | -4 | 94 | 1 | -3 | 0 | 1 | 7
CC(=O)N1CCN(S(=O)(=O)c2cccc(C(=O)OCC(=O)NCc3ccccc3Cl)c2)CC1 | 1 | -0.2 | -0.2 | -3 | 98 | -2 | 5 | 0 | 15 | -5
O=C(c1nnc(-c2ccc(Cl)cc2)o1)C1CCCC1 | -3 | 0.0 | -0.7 | -2 | 95 | -4 | 0 | -7 | -4 | 3
O=C(O)c1ccc2c(=O)n3c(nc2c1)/C(=C/c1ccc(Cl)cc1Cl)CC3 | 4 | -0.2 | -0.6 | -18 | 103 | -11 | 6 | 2 | -6 | -18
O=C1NC(=O)C(c2ccccc2)(C2CCCC2)N1 (stereo unspecified) | -1 | 0.0 | -1.0 | -5 | 95 | 9 | 2 | 1 | 4 | -9
CCCc1nc2oc3ccccc3c(=O)c2c(=O)n1-c1ccc(C)cc1 | -3 | 0.0 | 0.1 | 8 | 104 | -2 | -1 | 1 | -7 | -4
COc1cc(OC)cc(-c2nc3cc(C)ccc3o2)c1 | -7 | 0.0 | -3.0 | 1 | 97 | 2 | 0 | -12 | -11 | -5
O=c1ccn([C@@H]2O[C@H](CNS(=O)(=O)C3CC3)[C@@H](O)[C@H]2O)c(=O)[nH]1 | 0 | 0.1 | 7.6 | 3 | 98 | 8 | 3 | 4 | 0 | -5
CCN(C(=O)CSc1nnc2ccccn12)c1c(N)n(Cc2ccccc2)c(=O)[nH]c1=O | 1 | -0.1 | -1.1 | -2 | 103 | -5 | 2 | 4 | . | -3
CCc1c(C)nc(N2CCN(Cc3ccccc3)CC2)[nH]c1=O | 2 | 0.2 | -3.2 | -2 | 96 | -9 | 7 | -5 | 13 | -5
C=CCNC(=O)C(C(=O)OCC)C1CCCCC1 (stereo unspecified) | -1 | -0.1 | -1.1 | 2 | 86 | -4 | -1 | 0 | 28 | -4
COCCn1c(=O)c2c(nc3n2CC(C)CN3CCc2ccccc2)n(C)c1=O (stereo unspecified) | 1 | -0.1 | -0.4 | 3 | 102 | 15 | -1 | 2 | 10 | -2
CCOc1ccc(CN2CCNC(=O)C2CC(=O)N(C)CC2CCOCC2)cc1 (stereo unspecified) | 1 | -0.3 | 0.0 | 2 | 101 | -3 | 5 | 3 | 7 | -9
COc1ccccc1N1CCN(C(c2cccs2)C(C)NC(=O)c2ccco2)CC1 (stereo unspecified) | -1 | 0.1 | 0.7 | 11 | 93 | 0 | 3 | -3 | 0 | 2
COC(=O)N/N=C\c1ccc(OC/C=C/c2ccccc2)cc1 | -3 | -0.1 | 0.3 | -2 | 99 | 9 | -1 | -6 | -37 | .
COCCCn1cc(CN2CC(N3CCSCC3)CS2(=O)=O)nn1 (stereo unspecified) | . | -0.3 | 1.3 | 0 | 102 | . | 6 | . | . | -3
Cc1ccc(CSc2nnc(-c3cccc(S(=O)(=O)N4CCOCC4)c3)n2C2CCCC2)cc1 | -4 | 0.1 | -1.2 | 0 | 92 | 9 | -2 | -6 | -4 | -5
CCOc1ccccc1/C=N/NC(=O)CSc1n[nH]c(=O)[nH]c1=O | 2 | -0.2 | -0.7 | -8 | 103 | -1 | 2 | -2 | -1 | -3
Cc1ccc(C)c(OCCN2C(=O)NC3(CCc4ccccc4C3)C2=O)c1 (stereo unspecified) | 1 | 0.3 | -1.4 | -4 | 105 | -7 | 6 | -6 | 0 | -2
COC(=O)/C(C#N)=C1/C=Cc2ccccc2N1C | 2 | -0.1 | 1.3 | -2 | 102 | 1 | -5 | -1 | 9 | -4
Fc1ccc(-c2nc3ccccc3[nH]2)cc1 | -2 | -0.2 | -1.3 | -2 | 92 | -3 | -1 | -16 | -2 | 1
CCOC(=O)CN1C(=O)SC(Nc2ccc(C)cc2)C1=O (stereo unspecified) | 0 | 0.1 | -0.7 | 0 | 99 | -1 | 3 | 6 | -2 | -5
CCSc1nnc(NS(=O)(=O)c2ccc(C)cc2)s1 | 1 | -0.1 | -2.6 | -3 | 99 | 7 | -1 | -3 | -2 | -5
NC1=NC[C@@H](Cc2ccc(O)cc2)N1CCc1cccc(F)c1 | 0 | 0.2 | 2.7 | -6 | 102 | 1 | -4 | 2 | -2 | -6
Cc1c(C(=O)N2CCCCC2)c(S(=O)(=O)N2CCN(c3ccc(F)cc3)CC2)c(C)n1C | -2 | -0.2 | -0.5 | -2 | 102 | 3 | 2 | -2 | -2 | -7
COc1ccc(OCC(=O)OCC(=O)Nc2ccc3[nH]c(=O)[nH]c3c2)cc1 | 1 | 0.2 | -2.6 | 2 | 101 | -7 | 4 | 6 | 27 | -2
S=c1[nH]nc(-c2ccc(Br)cc2)n1Cc1ccco1 | -3 | 0.4 | 2.8 | 0 | 95 | 7 | 11 | -2 | -1 | -2
CCc1ccc(-c2csc(NC(=O)C3CC(=O)N(c4ccc5c(c4)OCCO5)C3)n2)cc1 (stereo unspecified) | -6 | 0.5 | -2.1 | -5 | 100 | 6 | -6 | -8 | -13 | -9
COc1ccc(C(=O)NC2CCSc3ccccc32)cc1S(=O)(=O)N1CCOCC1 (stereo unspecified) | 0 | 0.3 | -0.3 | -1 | 102 | 4 | -3 | -1 | -9 | -6
COc1ccc(-c2cc(C(=O)Nc3cc(Br)ccc3O)no2)cc1 | 0 | 0.2 | -0.2 | 4 | 109 | -2 | -2 | -8 | -4 | -21
O=C(c1ccc(Br)cc1)N1CCC2(CC1)NCCc1[nH]cnc12 | 1 | 0.1 | -0.5 | -2 | 93 | -3 | -5 | 0 | 3 | -16
Cc1cc(C(=O)NCC(=O)OCC(=O)N(C(C)C)C(C)C)ccc1[N+](=O)[O-] | 1 | 0.1 | 0.0 | 0 | 100 | 0 | -3 | -7 | . | -4
CC(C)Oc1ccccc1C1CC(=O)Nc2cc3c(cc21)OCO3 (stereo unspecified) | 23 | 0.3 | -0.3 | 10 | 93 | 1 | 0 | -10 | -13 | -6
O=C(O)C12C3CCC(O3)C1(C(=O)O)C1CCC2O1 (stereo unspecified) | 6 | 0.2 | 0.9 | 7 | 102 | 5 | 4 | -3 | -1 | -5
O=C(c1ccco1)N1CCN(CCCCOc2ccc(F)cc2)CC1 | 0 | 0.0 | 1.2 | -3 | 96 | 7 | 19* | -5 | 18 | -5
CCCCNC(=O)c1cc(-c2ccc(OC)c(OC)c2)on1 | -1 | 0.2 | 0.4 | 1 | 96 | . | -7 | 4 | 3 | -10
COc1cccc(CNC(=O)c2ccc(C(=O)NCc3cccc(OC)c3)cc2)c1 | -1 | 0.0 | -0.3 | -17 | 96 | 11 | 5 | 1 | 7 | -6
Cc1ccc(C)c(NC(=O)c2cc3ccccn3n2)c1 | -2 | 0.0 | -1.7 | 0 | 91 | . | -5 | -8 | -4 | -5
Cc1cc(=O)oc2cc(OCC3CC(c4ccc(Cl)cc4)=NO3)ccc12 (stereo unspecified) | 0 | -0.2 | 0.9 | 6 | 92 | -7 | 3 | -2 | 2 | -6
CCOC(=O)C1=C(C)N(C[C@@H]2CC[C@@H](Cc3ccc(-c4ccccc4)cc3)O2)C(=O)NC1c1cccc2ccccc12 (stereo partly specified) | -5 | 0.2 | -1.9 | 0 | 104 | -6 | 5 | -8 | -6 | -6
CCc1cc(=O)oc2cc(C)cc(OC(C)C(=O)NCC(O)c3ccccc3)c12 (stereo unspecified) | 0 | 0.2 | -0.6 | -2 | 102 | 4 | -2 | -4 | -5 | -14
NC(=S)NN=C1CCCC(C(F)(F)F)C1 (stereo unspecified) | 2 | 0.3 | 6.3 | -3 | 100 | -8 | -2 | 1 | 4 | -7
O=C1CC(=O)Nc2cc(S(=O)(=O)Nc3cccc(C(F)(F)F)c3)ccc2N1 | 2 | -0.3 | -0.5 | 0 | 103 | 6 | 0 | 7 | 2 | -3
Cc1ccc(NC(=O)C2CCN(c3cnccn3)CC2)cc1C | 1 | -0.3 | 0.1 | 2 | 92 | 3 | 0 | 7 | -2 | 2
c1ccc(COc2ncnc3c2ncn3CCCNCC(c2ccccc2)c2ccccc2)cc1 | -8 | 0.7 | -3.5 | 53 | 97 | -1 | -2 | -44 | 4 | -8

Screening data as filed in PubChem BioAssay.
